# mouse IAP activators: activators of mouse IAP, confirmation, biochemical, luminescence, single concentration (AID 434970); purified mouse IAP, CDP-Star luminescence, 30 min; active compounds read low; activity change, negative = activation, % at 10 µM; 11,000 tested, 2.9% active; in the data active = activity change below about -85%;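 also: percent relative to enzyme plus DMSO wells and wells without enzyme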
# mouse IAP activators Fold change: also measured in mouse IAP activators; calls as there; activation factor; measured here: IAP activation factor; active compounds read high;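 fold luminescence change scaled to plate control wells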
# * hit, by the source's call. The list is partial. The share of hits here may be higher or lower than overall.
mouse IAP activators	mouse IAP activators Fold change	molecule
2.8	0.973	Cc1ccc(OCCNS(=O)(=O)c2cccs2)cc1
5.2	0.948	CCOC(=O)c1sc2nc(SC)nc(-c3ccccc3)c2c1N
-6.9	1.07	CCCCCSc1nnc2c(n1)OC(c1cccn1C)N(C(C)=O)c1ccccc1-2 (stereo not given)
-107.2*	2.07*	COc1ccc(CCNC(=O)c2cc(-c3cc(Cl)cc(Cl)c3)oc2C)cc1
-7.7	1.08	CCN(CC)C(=O)[C@H]1C[C@H](CC(=O)NCC23CC4CC(CC(C4)C2)C3)C(=O)N2CCc3c([nH]c4ccc(Cl)cc34)[C@]12C
8.1	0.919	Cc1c(C)c2cc(Cl)c(O)c(CN3CCN(C)CC3)c2oc1=O
-14.8	1.15	Cc1c(C)n(Cc2ccccc2)c2ncnc(N)c12
-45.7	1.46	C[C@]12c3[nH]c4cc(-c5ccco5)ccc4c3CCN1C(=O)[C@@H](CC(=O)NCCC1=CCCCC1)C[C@@H]2C(=O)N1CCCCC1
7.5	0.924	CC(C)(C)c1ccc(OCc2nc(-c3ccccn3)no2)c(Br)c1
-97.7*	1.98*	CSc1cccc(NC(=O)C2CCN(S(=O)(=O)c3ccc(F)cc3)CC2)c1

# Remaining list, next part.
mouse IAP activators	mouse IAP activators Fold change	molecule
-3.9	1.04	CCOC(=O)Cc1c(C)nc2cc(-c3ccc(C)cc3)[nH]n2c1=O
2.1	0.978	CCOC(=O)C1=C(c2ccccc2)c2ccccc2N(S(=O)(=O)C(F)(F)F)C1C(=O)OCC (stereo not given)
2.5	0.974	Cc1cccc(NC(=O)CC2NC3CCCCC3NC2=O)c1 (stereo not given)
68.4	0.316	Cc1csc(NC(=O)CSc2sc3c(O)cc(=O)[nH]c3c2C#N)n1
65.9	0.342	O=C(O)c1ccc2nc(-c3ccco3)c(-c3ccco3)nc2c1
16.6	0.834	C=CCNc1sc(C(=O)c2ccccc2)c(N)c1-c1nc2ccccc2s1
1.8	0.982	CC(NCCO)C(=O)C12CC3CC(CC(C3)C1)C2 (stereo not given)
-3.9	1.04	O=C(Nc1ccc2c(c1)CCC2)c1cc(S(=O)(=O)N2CCN(c3ccccc3)CC2)ccc1Cl
-2.9	1.03	CCC(=O)N1c2ccc(S(=O)(=O)CCC(=O)N3CCn4c3nc3ccccc34)cc2CC1C (stereo not given)
11.4	0.885	CCOC(=O)C1=C(N)Oc2c(oc(CO)cc2=O)C1c1c(F)cccc1Cl (stereo not given)

# Profiles, looked up by structure. Values in the order: mouse IAP activators	mouse IAP activators Fold change
# O=C(O)c1ccc2nc(-c3ccco3)c(-c3ccco3)nc2c1 is listed as 65.9	0.342
# O=C(Nc1ccc2c(c1)CCC2)c1cc(S(=O)(=O)N2CCN(c3ccccc3)CC2)ccc1Cl is listed as -3.9	1.04
# CCOC(=O)C1=C(c2ccccc2)c2ccccc2N(S(=O)(=O)C(F)(F)F)C1C(=O)OCC (stereo not given) is listed as 2.1	0.978
# CCC(=O)N1c2ccc(S(=O)(=O)CCC(=O)N3CCn4c3nc3ccccc34)cc2CC1C (stereo not given) is listed as -2.9	1.03
# CCOC(=O)Cc1c(C)nc2cc(-c3ccc(C)cc3)[nH]n2c1=O is listed as -3.9	1.04

# New compounds follow:
mouse IAP activators	mouse IAP activators Fold change	molecule
-7.3	1.07	CCn1ncc(C2=NOC(C(=O)Nc3ccc(C)cc3)C2)c1C (stereo not given)
1.2	0.988	CN(C)/N=C/C=C1\CC/C(=C\c2ccc(Br)cc2)C1=O
9.7	0.903	O=C(CCC1N=C2c3ccccc3N=C(SCc3ccccc3Cl)N2C1=O)NCc1ccco1 (stereo not given)
-2.9	1.03	COC(=O)[C@H](Cc1ccccc1)NC(=O)NCCc1ccc(S(N)(=O)=O)cc1
5.0	0.951	CCC(=O)Nc1ccc2c(c1)OCCO2
-1.1	1.01	O=C1CN(c2ccccc2F)C(=O)CN1c1ccccc1F
7.3	0.926	CCOC(=O)C1=C(C)N(C[C@@H]2CC[C@@H](Cc3ccc(-c4ccccc4)cc3)O2)C(=O)NC1c1ccc([N+](=O)[O-])cc1 (stereo not given in full)
6.0	0.94	COC(=O)c1[nH]c2ccccc2c1NC(=O)CCN1CCN(C2CCCCC2)CC1
1.7	0.984	CCCOc1ccc(OC(=O)c2ccc(Br)o2)cc1
-29.9	1.3	CC1(C)CC(=O)C2=C(C1)NC(=O)CC2C(=O)NCc1ccc(F)cc1 (stereo not given)

# Further compounds follow.
mouse IAP activators	mouse IAP activators Fold change	molecule
5.9	0.941	Cc1csc(=NC(=O)c2ccccc2)n1C
4.1	0.959	COc1ccc(CCn2c(C)cc(C(=O)CSc3nnc(N)s3)c2C)cc1
-35.0	1.35	CCOc1ccc2nc(NCCCNC(=O)c3cc(OC)c(OC)c(OC)c3)c(C#N)cc2c1
-1.1	1.01	CC[C@]12c3[nH]c4ccc(Cl)cc4c3CCN1C(=O)[C@@H](CC(=O)NCCC1=CCCCC1)C[C@@H]2C(=O)N1CCN(C(=O)C2CC2)CC1
7.9	0.921	Cc1c(O)ccc2c3c(c(=O)oc12)CCCC3
1.3	0.987	O=S(=O)(c1ccc(Cl)cc1)N1CCCC1c1nc(-c2cccc(Cl)c2)no1 (stereo not given)
7.5	0.925	O=C(c1ccc2ccccc2c1)N1CCN(c2ccc(O)cc2)CC1
2.8	0.973	O=C1[C@H]2CCC=C[C@H]2[C@H](c2ccccc2Br)N1Cc1ccccc1
3.4	0.966	Cc1cnn(-c2cc(Oc3ccccc3)ncn2)c1
11.0	0.89	CCCn1c2c(c(O)c(C(=O)NCc3ccccc3)c1=O)CCCC2

# The listing continues:
mouse IAP activators	mouse IAP activators Fold change	molecule
3.5	0.965	CC[C@]1(C(=O)OC)[C@H]2C(=O)N(C)C(=O)[C@H]2[C@H]2CN=C(SCc3ccc(C)cc3)N21
-8.8	1.09	O=C(NCc1ccco1)c1ccc(Cn2c(=O)c3ccccc3n(Cc3cccc(Cl)c3)c2=O)cc1
2.4	0.976	CC(=O)Nc1ccc(-c2c(C)cc3oc(=O)cc(-c4ccccc4)c3c2C)cc1
6.8	0.932	CN(CCc1ccccn1)S(=O)(=O)c1ccc2c3c(cccc13)C(=O)N2
6.8	0.932	Cc1cc(C)c2c(c1)OC(=O)CC2c1ccccc1C (stereo not given)
-13.0	1.13	CCCOc1ccc(CNC(=S)NCc2ccc(OC(C)C)cc2)cc1
-65.1	1.65	COc1ccc(NC(=O)c2cn(-c3ccccc3)nc2SC)cc1
1.6	0.984	CCOc1ccccc1C(=O)N1CCC(C(=O)c2ccc(F)cc2)CC1
7.0	0.93	Nc1ccc(Cl)cc1/C(=N/O)c1ccccc1
-0.6	1.01	Cc1c(-c2ccccc2)[n+](=O)c2c(n1[O-])CCC2

# (list continues)
mouse IAP activators	mouse IAP activators Fold change	molecule
9.8	0.902	Cc1ccc(SCCC(=O)NC(C)(C)C)cc1
-10.4	1.1	Cc1ccc(-c2nc3cnccn3c2Nc2ccc3c(c2)OCCO3)o1
13.9	0.861	C=CCn1c(SCC(=O)c2ccc(CNC(C)=O)o2)nc2scc(C3CC3)c2c1=O
0.4	0.995	CS(=O)(=O)N1CCc2cc(C(=O)OCC(=O)c3ccccc3)ccc21
-3.9	1.04	O=S(=O)(c1ccccc1Br)N(Cc1ccccc1)CC(O)COCc1ccccc1 (stereo not given)
9.9	0.901	c1c2c(cc3sc(N4CCOCC4)nc13)OCCO2
-4.7	1.05	CCc1c(O)nc(N2CCN(Cc3ccccc3)CC2)[nH]c1=O
4.9	0.951	CCOc1ccc(CC2c3cc(OCC)c(OCC)cc3CCN2C(=O)c2cc(OC)c(OC)c(OC)c2)cc1OCC (stereo not given)
-50.0	1.5	CCOC(=O)c1ccc(NC(=S)NCCC2=CCCCC2)cc1
5.2	0.948	CCCC(=O)Nc1ccc2nc(SCC(=O)Nc3nccs3)sc2c1

# Next section; it opens with the four that closed the last part.
mouse IAP activators	mouse IAP activators Fold change	molecule
-4.7	1.05	CCc1c(O)nc(N2CCN(Cc3ccccc3)CC2)[nH]c1=O
4.9	0.951	CCOc1ccc(CC2c3cc(OCC)c(OCC)cc3CCN2C(=O)c2cc(OC)c(OC)c(OC)c2)cc1OCC (stereo not given)
-50.0	1.5	CCOC(=O)c1ccc(NC(=S)NCCC2=CCCCC2)cc1
5.2	0.948	CCCC(=O)Nc1ccc2nc(SCC(=O)Nc3nccs3)sc2c1
1.4	0.986	CCC(C)(C)n1nnnc1CN1CCN(C(c2ccccc2)c2ccccc2)CC1
3.9	0.961	Nc1nnnn1/N=C/c1ccc(O)cc1
-7.8	1.08	O=C1NC2(CCCCC2)C(=O)N1c1ccccc1
-9.4	1.09	COC(=O)c1ccc(COc2ccc3c4c(c(=O)oc3c2)CCC4)o1
-375.4*	4.75*	Cc1c(Cl)cccc1NC(=S)NCCC(c1ccccc1)c1ccccc1
7.5	0.925	COCCn1nnnc1CN1CCC(C)CC1
1.8	0.982	O=C(Nc1cccnc1)c1ccc(Oc2ccccc2)cc1
10.9	0.891	CCO/C=C1\C(=O)N(CC)c2ccccc21
6.5	0.935	Cc1cccc(N2CC3=C(C2=O)C(c2ccccc2)NC(=O)N3C)c1 (stereo not given)
-130.2*	2.3*	CCOc1cccc(CN2CCC(n3nccc3NC(=O)CCCc3ccccc3)CC2)c1

# Next section, starting with the last three of the part before.
mouse IAP activators	mouse IAP activators Fold change	molecule
10.9	0.891	CCO/C=C1\C(=O)N(CC)c2ccccc21
6.5	0.935	Cc1cccc(N2CC3=C(C2=O)C(c2ccccc2)NC(=O)N3C)c1 (stereo not given)
-130.2*	2.3*	CCOc1cccc(CN2CCC(n3nccc3NC(=O)CCCc3ccccc3)CC2)c1
-116.3*	2.16*	O=C(Nc1ccc(Cl)cc1Cl)NC1CCN(S(=O)(=O)c2ccc(F)cc2)CC1
3.6	0.965	CCN1CCN(Cc2nc3c(c(=O)n(C)c(=O)n3C)n2C(C)C(C)=O)CC1 (stereo not given)
-1.6	1.02	CC[C@@H]1C(c2ccccc2)=NN(c2ccccc2)[C@H]1C(=O)N1CCOC1=O
1.2	0.988	CCOc1ccc2[nH]c(=O)c(CN(CCOC)C(=O)N3CCOCC3)cc2c1
-5.0	1.05	O=C(Cn1nnc(-c2ccccc2)n1)N1CCN(S(=O)(=O)c2ccc(Cl)cc2)CC1
-6.7	1.07	CCOC(=O)C1=C(C)OC(N)=C(C#N)C1c1cc2c(cc1Br)OCO2 (stereo not given)
-36.1	1.36	S=C(NCCc1ccc(Cl)cc1)Nc1ccc(Cl)cc1Cl
1.0	0.99	O=C(O)c1cc2c(ccc3ccccc32)[nH]1
-6.7	1.07	CCCN1C2CCCC1CC(NC(=O)c1ccccc1OCC)C2 (stereo not given)
-3.9	1.04	COc1cccc(Nc2nc(CC(C)=O)ns2)c1

# Next part
mouse IAP activators	mouse IAP activators Fold change	molecule
-4.7	1.05	Cc1cccc(N/C(N)=N/c2nc(C)cc(C)n2)c1
-0.3	1	O=C(COC(=O)COc1ccccc1)Nc1ccc(OC(F)(F)F)cc1
2.7	0.973	Cc1c(Cl)cccc1-n1nnnc1-c1cccs1
-2.9	1.03	O=C(O)c1ccccc1C(=O)NNc1ccc(F)cc1
2.7	0.973	CCOC(=O)C1C(C(=O)OC)=C(c2ccc(OC)cc2)c2ccccc2N1S(=O)(=O)C(F)(F)F (stereo not given)
7.6	0.924	CC(C)Cn1c(N)c(C(=O)COC(=O)c2ccc3ccccc3n2)c(=O)n(C)c1=O
1.8	0.982	CC(C)OC(=O)CSc1nc2cccnc2n1C1CCCCC1
9.1	0.909	CCOc1ccc(-c2nc(N)ncc2-c2ccccc2)c(O)c1
18.1	0.819	CCN1CCN(c2nc3c(C)cccn3c(=O)c2/C=C(\C#N)S(=O)(=O)c2ccc(C)cc2)CC1
-13.3	1.13	O=c1c2ccccc2nnn1CSc1ccccc1F

# Going on with the list.
mouse IAP activators	mouse IAP activators Fold change	molecule
5.8	0.942	Cc1ccc[n+](C(C)C(=O)Nc2ccc(C)c([N+](=O)[O-])c2)c1 (stereo not given)
-9.3	1.09	COc1cccc(-c2nn(C)c3sc(C(=O)NCc4ccc(C)o4)cc23)c1
63.0	0.37	O=C(/C=C/c1ccco1)NC(=S)Nc1cccc(C(=O)O)c1
-13.1	1.13	CC(C)N(C(=O)[C@H]1C[C@H](CC(=O)NCCCN(C)C)C(=O)N2CCc3c([nH]c4cc(CCC(=O)N(C)C)ccc34)[C@]12C)C(C)C
-5.0	1.05	C=CCOc1cccc(C2/C(=C(/O)c3ccc(Cl)cc3)C(=O)C(=O)N2CCN2CCOCC2)c1 (stereo not given)
-102.6*	2.03*	CCN(CC)S(=O)(=O)c1ccc(NC(=O)Nc2cccc(C(F)(F)F)c2)cc1
-5.6	1.06	O=C(NCc1ccccc1)c1ccc(CN(c2ccccn2)S(=O)(=O)c2ccccc2)cc1
14.7	0.853	CCn1cc(C(=O)OCC(=O)OC2CC(C)CCC2C(C)C)c(=O)c2ccc(C)nc21 (stereo not given)
-7.1	1.07	COc1ccccc1NC(=O)C(O)C(O)C(=O)Nc1ccccc1OC (stereo not given)

# Screening data (PubChem BioAssay)
